Assay outcomes: PubChem, National Center for Advancing Translational Sciences (NCATS)
IMPase Li inh = IMPase inhibition in cells with lithium potentiation | CHO-M1 cells, IP1 TR-FRET (IP-One), carbachol + lithium | Potency, µM (doses to about 59.4 µM), without a hit: at the highest dose activity, negative = IMPase inhibition, actives largely listed as inhibitors | 210,000 tested, 0.35% active | AID 1457;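 also: IP1 builds up when IMPase is blocked and the TR-FRET signal falls; plate controls were basal vehicle for no effect and high inhibitor control for full effect; nearly all actives have a fitted effect of over 50% in size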
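CHO cells stably expressing M1 receptor (2000/well) were cultured 16–30 h, then exposed to compounds with a small lithium addition for 30 min at 37C. IP1 was measured by TR-FRET competition; AC50 from Hill fits.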
RGS12 GoLoco inh = inhibitors of human Gai1-RGS12 GoLoco interaction (red fluorophore) | AID 880 | 230,000 tested, 0.44% active | Gai1:RGS12 GoLoco peptide FP, rhodamine, 10 min | Potency, µM (doses to about 61.6 µM), without a hit: top-dose activity, negative = inhibition, most hits filed as inhibitors | P63096; active = well fitted inhibition curve with a large enough effect, not every such curve was filed as active; inactive = no such curve, though single readings can be large or run the other way; also: % is scaled to controls: 0 for no effect and ±100 for the full control effect; nearly all actives have a fitted effect of over 30% in size; many of its hits are not listed in these tables
Target sequence (P63096 whole entry, looked up): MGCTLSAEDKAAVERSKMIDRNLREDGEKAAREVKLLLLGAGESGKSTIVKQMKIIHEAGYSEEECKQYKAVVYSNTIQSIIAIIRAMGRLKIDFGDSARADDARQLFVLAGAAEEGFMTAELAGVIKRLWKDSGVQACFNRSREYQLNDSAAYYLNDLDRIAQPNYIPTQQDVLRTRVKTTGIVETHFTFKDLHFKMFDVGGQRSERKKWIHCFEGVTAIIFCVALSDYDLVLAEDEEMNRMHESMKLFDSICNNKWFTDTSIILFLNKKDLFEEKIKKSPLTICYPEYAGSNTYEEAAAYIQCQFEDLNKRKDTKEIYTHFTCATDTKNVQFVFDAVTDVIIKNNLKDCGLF
HttQ103 aggreg = reduces HttQ103-GFP aggregates in PC12 cells. PC12 HttQ103-GFP aggregates, Acumen cytometry, 40 h. Potency, µM (doses to about 46.1 µM), for inactives: at the top dose activity change, negative = inhibition, usual class: inhibitors. 220,000 tested, 1.1% active; also: % is scaled to controls: 0 for no effect and ±100 for the full control effect; nearly all actives have a fitted effect of over 60% in size
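Aggregates are detected as GFP objects 1–25 µm with signal 6 STDEV over background in lysates of induced PC12 cells. These carry Huntingtin exon 1 with 103 glutamines fused to GFP under an ecdysone promoter; compounds titrated.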
aGlu spleen mod = inhibitors or activators of human alpha-glucosidase in spleen homogenate | P10253 | Potency, µM (titrated, usually from 79.9 µM), for inactives: top-dose activity change, negative = inhibition, usual class: inhibitors | human spleen homogenate, 4-MU-alpha-glucoside fluorescence | 240,000 tested, 0.006% active;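 also: 0% = enzyme with vehicle and -100% = no enzyme basal signal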
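Compounds were titrated against alpha-glucosidase in spleen homogenate at pH 5.0, with 1 mM 4-methylumbelliferyl substrate for 40 min at 37 C. Reactions were quenched with pH 10 NaOH/glycine and fluorescence measured.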
HTT ATP protect = Huntington cell model cytoprotection by ATP luminescence. PC12 HTT-Q103 induced, cytoprotection, ATP luminescence, 40 h. Potency, µM (doses to about 56.4 µM), for the others: cytoprotection (ATP increase), actives largely listed as activators. 230,000 tested, 0.14% active. AID 1471;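 also: % of control where 0% means no effect; nearly all actives have a fitted effect of over 45% in size; toxic huntingtin expression switched on by the ecdysone agonist tebufenozide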
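PC12 cells stably carrying ecdysone-inducible Htt exon 1 (Q103)–GFP were induced with 100 nM tebufenozide (final) alongside library compounds in a dose series. Cytoprotection was scored as retained ATP by ATPlite luminescence.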
GAA inh = inhibitors of human lysosomal alpha-glucosidase. 200,000 tested, 0.005% active. Potency, µM (highest dose often 76.9 µM), for the others: top-dose activity change, negative = inhibition, actives largely listed as inhibitors. P10253. purified human GAA, 4-MU-alpha-glucoside fluorescence. AID 1466;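 also: plate controls were uninhibited enzyme wells for no effect and no-enzyme background for full effect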
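AC50 values come from Hill fits of compound titrations (up to 77 uM) against 4 nM human enzyme. Substrate 4-methylumbelliferyl-alpha-D-pyranoside at 400 uM, pH 5.0 citrate buffer, 20 min room temperature; fluorescence Ex 365/Em 440 after alkaline stop.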
GAA glycogen mod = GAA glycogen-cleavage inhibition or activation; P10253; recombinant GAA, glycogen substrate, Amplex Red glucose oxidase fluorescence; Potency, µM (doses to about 76.4 µM), for the others: top-dose activity change, negative = inhibition, most hits filed as inhibitors; 300,000 tested, 0.38% active; AID 2100;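 also: 0% = full enzyme reaction and -100% = no-enzyme basal signal; the screen sought inhibitors and activators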
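Recombinant human alpha-glucosidase (4 nM final) hydrolysed bovine liver glycogen (30 ug) for 40 min at 37 C in pH 5.0 citrate/phosphate with 0.01% Tween-20. Released glucose detected by glucose oxidase/Amplex Red, Ex 573/Em 610 nm. Compounds up to 77 uM; AC50 from Hill fits.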
Starred values were filed as active, the others as inactive; ? = inconclusive; · = not tested or not shown; [ ] = another dose, or the depositor's remark. Unless noted, calls follow the shape of the dose curve; as a rule, active = well fitted curve in the direction sought with a large enough effect; inconclusive = small, poorly fitted or top-dose-only effect, or another doubt; inactive = no such curve, though single readings can be large; an effect the other way counts as inactive or inconclusive. Potency is read from the fitted curve at half-maximal effect. Some of the compounds tested (hit frequency here may not be typical).

cpd	compound	IMPase Li inh	RGS12 GoLoco inh	HttQ103 aggreg	aGlu spleen mod
1	COc1ccc(N=C2O/C(=C/c3sc(=S)n(CC4CCCO4)c3O)N=C2C#N)cc1 (stereo not drawn)	·	257%[activator]	3%[9.22 µM]	0%
2	Cc1oc(-c2cccs2)nc1CN1CCN(CCC(C)C)C(CCO)C1 (stereo not drawn)	19%	42%[activator]	-5%[9.22 µM]	2%
3	COc1ccc2c(c1OC)C(=O)OC2Nc1nc(-c2cccc([N+](=O)[O-])c2)cs1 (stereo not drawn)	·	-1%	7%[9.22 µM]	-5%
4	CC(C)CNC(=S)N1CCN(C)CC1	-7%[38.3 µM]	-6%	4%	-4%
5	CCOC(=O)Cc1csc(/C(=N/O)C(N)=O)n1	14%[38.3 µM]	-4%	5%	3%
6	COc1ccc2nc(NC(=O)CC3Oc4ccccc4NC3=O)sc2c1 (stereo not drawn)	·	3%	?	-4%
7	CCN1C(=O)/C(=C2/Sc3ccc(OC)cc3N2C)SC1=Nc1cccc(O)c1	-10%[38.3 µM]	11%	-3%	-1%
8	Cc1ccccc1-n1c(SCC(=O)c2c(N)n(C)c(=O)n(C)c2=O)nnc1-c1cccnc1	1%	28%	-21%	-6%

cpd	HTT ATP protect	GAA inh	GAA glycogen mod
1	27%[10 µM]	0%[15.4 µM]	?
2	6%[10 µM]	12%	2%
3	-10%[10 µM]	0%[15.4 µM]	6%
4	-1%	1%	4%
5	3%	-11%	-3%
6	-62%[inhibitor][10 µM]	·	0%
7	-24%	-4%	-6%
8	·	6%	2%

Continuation:
cpd	compound	IMPase Li inh	RGS12 GoLoco inh	HttQ103 aggreg	aGlu spleen mod
9	Oc1c(Cl)cc(Cl)cc1C1Nc2ccccc2-n2cccc21 (stereo not drawn)	·	4%	-13%[9.22 µM]	3%
10	O=C(O)c1cc2c(cc1Br)OCCCO2	-11%	-3%	1%	1%
11	O=C(N/N=C/c1cc([N+](=O)[O-])ccc1O)C12CC3CC(CC(C3)C1)C2	8%	20%	?	·
12	CC(C)CC(=O)c1c[nH]c(C(=O)NCC2CCCO2)c1 (stereo not drawn)	-8%[38.3 µM]	15%	13%	-6%
13	CCCCCC1=C2CNC(C)(C(=O)OC)C=C2C(C)C1=O (stereo not drawn)	-6%	-2%	·	-8%
14	CN(Cc1ccccc1)C(=O)COC(=O)c1cc(-c2ccc(Cl)s2)nc2ccccc12	8%[38.3 µM]	7%	-5%[9.22 µM]	-1%
15	O=C(Nc1ccc(Cl)cc1)Nc1ccc(N2CCCC2)c(S(=O)(=O)Nc2ccccc2Cl)c1	10%	-8%	?	-8%
16	CCSc1oc(-c2ccco2)nc1S(=O)(=O)c1ccccc1	6%	10%	-1%	-6%

cpd	HTT ATP protect	GAA inh	GAA glycogen mod
9	-6%[10 µM]	6%	?
10	·	-4%	5%
11	-76%[inhibitor]	-14%	-2%
12	1%	-4%	3%
13	20%	·	·
14	-40%[inhibitor]	10%	-3%
15	1%[10 µM]	-13%	?
16	-7%[10 µM]	3%	1%

Compound profiles, from the list above. Order of screens: IMPase Li inh | RGS12 GoLoco inh | HttQ103 aggreg | aGlu spleen mod | HTT ATP protect | GAA inh | GAA glycogen mod
Entry for `O=C(Nc1ccc(Cl)cc1)Nc1ccc(N2CCCC2)c(S(=O)(=O)Nc2ccccc2Cl)c1` : 10% | -8% | ? | -8% | 1%[10 µM] | -13% | ?
Entry for `CC(C)CC(=O)c1c[nH]c(C(=O)NCC2CCCO2)c1` (stereo not drawn) : -8%[38.3 µM] | 15% | 13% | -6% | 1% | -4% | 3%

(continued)
cpd	compound	IMPase Li inh	RGS12 GoLoco inh	HttQ103 aggreg	aGlu spleen mod
17	CCCCN(C)Cc1cc(=O)oc2cc3c(cc12)CCCC3	·	8%	0%[9.22 µM]	-3%
18	CN(C)c1nc2sc3c(c2c(=O)n1C)CC(C)(C)OC3	·	·	-7%	-1%
19	CCOC(=O)C1CCN(C(=O)COC(=O)COc2ccccc2OC)CC1	-4%[38.3 µM]	-2%	11%	10%
20	Fc1ccc(-c2nc(-c3cccs3)no2)cc1	·	5%	7%[9.22 µM]	0%
21	CCC(=O)Nc1cccc(C(=O)c2ccc(C)c(C)c2)c1	19%	8%	-13%	2%
22	CCOC(=O)c1cnc2ccc(Cl)cc2c1N1CCN(C)CC1	-3%[38.3 µM]	-1%	-17%	0%
23	COCCSc1ncnc2c1oc1nc3c(cc12)COC(C)(C)C3	·	-1%	-1%[9.22 µM]	0%
24	COc1ccc(NC(=O)c2ccccc2NC(=O)CSc2ccc(C)cc2)cc1	11%[38.3 µM]	-2%	-25%	-1%

cpd	HTT ATP protect	GAA inh	GAA glycogen mod
17	6%[10 µM]	·	8%
18	-12%	4%	-9%
19	-2%[10 µM]	0%	?
20	-4%[10 µM]	·	-1%
21	-17%[10 µM]	-1%	-11%
22	2%	-8%	6%
23	11%[10 µM]	-8%	5%
24	-46%[inhibitor]	-7%	8%

Other records follow.
cpd	compound	IMPase Li inh	RGS12 GoLoco inh	HttQ103 aggreg	aGlu spleen mod
25	CC(NC(=O)Cc1cccs1)C(c1cccs1)N1CCN(c2ccccc2F)CC1 (stereo not drawn)	·	·	-6%	2%
26	COc1ccc(CCn2nnnc2C(c2ccc(C)cc2)N2CCN(C)CC2)cc1OC (stereo not drawn)	1%[38.3 µM]	-1%	7%	-6%
27	CC12C=CC(=O)C=C1CCC1C3CCC(O)(C(=O)CO)C3(C)CC3OC312 (stereo not drawn)	3%	-7%	-10%[9.22 µM]	2%
28	CN(C)c1cc[n+](CC(=O)c2ccc(-c3ccccc3)cc2)cc1	10%	8%	16µM*	-1%
29	CCOC(=O)c1cc2sc(C)cc2n1CC(=O)N1CCN(C(=O)c2ccco2)CC1	-2%[38.3 µM]	17%	10%	-14%
30	Cc1ccc(NC(C)C(=O)N/N=C/c2c[nH]c3ccccc23)cc1 (stereo not drawn)	4%	-5%	11%	7%
31	CCOC(=O)CNC(=O)CSc1nc2cccnc2n1C	1%[38.3 µM]	-2%	2%	1%
32	CCCCN=C1NC(=O)C(CC(=O)Nc2ccc(Cl)cc2)S1 (stereo not drawn)	5%[38.3 µM]	4%	9%	-7%

cpd	HTT ATP protect	GAA inh	GAA glycogen mod
25	11%	-10%	-2%
26	-6%	-2%	3%
27	-19%[10 µM]	-3%	0%
28	-77%[inhibitor]	-6%	9%
29	-11%[10 µM]	-1%	-3%
30	-1%[10 µM]	0%	-27%
31	0%[10 µM]	-1%	0%
32	-5%	3%	9%

Carrying on:
cpd	compound	IMPase Li inh	RGS12 GoLoco inh	HttQ103 aggreg	aGlu spleen mod
33	O=C(N/N=C/c1ccc(Br)cc1)c1ccc(F)cc1	3%	16%	4%	-3%
34	O=C(c1ccc(OC2CCN(Cc3ccccn3)CC2)cc1)N1CCCCCC1	9%	14%	-6%[9.22 µM]	-12%
35	CC[n+]1ccc(C[n+]2ccccc2)c2ccccc21	3%	18µM*	-2%	6%
36	Cc1ccc(C(=O)OCC(=O)NC(=O)c2cccn2C)cc1	-17%[38.3 µM]	10%	14%	1%
37	COc1cc(/C=C/C(=O)O)cc(S(=O)(=O)NCCO)c1OC	3%	2%	1%	-8%
38	COc1ccc(OC)c(/C=N/NC(=O)CN2CCSCC2)c1	-7%	-1%	3%	14%
39	N#CC1=C(N)Oc2c(ccc3ccccc23)C1c1cccs1 (stereo not drawn)	29%[38.3 µM]	21%	27%	-1%
40	O=C(CN1C(=O)S/C(=C\c2ccc(F)cc2)C1=O)Nc1cccc(S(=O)(=O)NCc2ccco2)c1	18%	117%[activator]	?	1%

cpd	HTT ATP protect	GAA inh	GAA glycogen mod
33	21%[1.9 µM]	-3%	11%
34	2%[10 µM]	2%	-10%
35	-10%[10 µM]	?	?
36	-39%[inhibitor]	6%	8%
37	30%[10 µM]	-2%	-6%
38	·	?	-4%
39	-76%[inhibitor]	-9%	25%
40	-1%	9%	9%

Reprinted at random: 4 records from the list.
cpd	compound	IMPase Li inh	RGS12 GoLoco inh	HttQ103 aggreg	aGlu spleen mod
35	CC[n+]1ccc(C[n+]2ccccc2)c2ccccc21	3%	18µM*	-2%	6%
40	O=C(CN1C(=O)S/C(=C\c2ccc(F)cc2)C1=O)Nc1cccc(S(=O)(=O)NCc2ccco2)c1	18%	117%[activator]	?	1%
34	O=C(c1ccc(OC2CCN(Cc3ccccn3)CC2)cc1)N1CCCCCC1	9%	14%	-6%[9.22 µM]	-12%
36	Cc1ccc(C(=O)OCC(=O)NC(=O)c2cccn2C)cc1	-17%[38.3 µM]	10%	14%	1%

cpd	HTT ATP protect	GAA inh	GAA glycogen mod
35	-10%[10 µM]	?	?
40	-1%	9%	9%
34	2%[10 µM]	2%	-10%
36	-39%[inhibitor]	6%	8%

(listing goes on)
cpd	compound	IMPase Li inh	RGS12 GoLoco inh	HttQ103 aggreg	aGlu spleen mod
41	CCn1c(=O)c(C(=O)Nn2c(C)nc3ccccc3c2=O)c(O)c2ccccc21	6%	-4%	?	-7%
42	COc1ccc(Br)cc1CNC(=O)CCN1C(=O)COc2ccccc21	0%[38.3 µM]	5%	-19%	-4%
43	COC(=O)CN1C(=S)N(c2ccc(F)cc2)C(=O)C1CC(=O)Nc1ccc(F)cc1 (stereo not drawn)	·	0%	6%[9.22 µM]	-2%
44	Cc1ccc(S(=O)(=O)N2CCN(C(=O)CN3CCOCC3)C2)cc1	-6%[38.3 µM]	5%	7%	-10%
45	Cc1ccccc1NC(=S)NCCc1ccccc1	20%	3%	11%	0%
46	CN(CC(=O)Nc1ccc(C(N)=O)cc1)CC(=O)Nc1ccccc1Cl	2%	-6%	-9%	0%

cpd	HTT ATP protect	GAA inh	GAA glycogen mod
41	-4%[10 µM]	7%	-5%
42	17%	0%	3%
43	-14%[10 µM]	·	-14%
44	-34%	-17%	8%
45	-36%[0.074 µM]	0%	-4%
46	·	2%	-6%
